Screens: PubChem, several laboratories
FAS-TE inh: FAS thioesterase domain inhibitors, primary screen, biochemical, fluorescence intensity, uHTS; Fatty acid synthase (Homo sapiens), P49327; recombinant FAS-TE, OMFH fluorogenic substrate, fluorescence endpoint; inhibition, % at 15 µM; 360,000 tested, 0.67% active; AID 602261, 2012;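 active means compounds whose normalised, plate-corrected inhibition of enzyme fluorescence in the single-dose primary screen is 50% or more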;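 further: 0% = DMSO with enzyme and 100% = substrate without enzyme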
Target sequence (P49327 whole entry, looked up, the tested form may be a part): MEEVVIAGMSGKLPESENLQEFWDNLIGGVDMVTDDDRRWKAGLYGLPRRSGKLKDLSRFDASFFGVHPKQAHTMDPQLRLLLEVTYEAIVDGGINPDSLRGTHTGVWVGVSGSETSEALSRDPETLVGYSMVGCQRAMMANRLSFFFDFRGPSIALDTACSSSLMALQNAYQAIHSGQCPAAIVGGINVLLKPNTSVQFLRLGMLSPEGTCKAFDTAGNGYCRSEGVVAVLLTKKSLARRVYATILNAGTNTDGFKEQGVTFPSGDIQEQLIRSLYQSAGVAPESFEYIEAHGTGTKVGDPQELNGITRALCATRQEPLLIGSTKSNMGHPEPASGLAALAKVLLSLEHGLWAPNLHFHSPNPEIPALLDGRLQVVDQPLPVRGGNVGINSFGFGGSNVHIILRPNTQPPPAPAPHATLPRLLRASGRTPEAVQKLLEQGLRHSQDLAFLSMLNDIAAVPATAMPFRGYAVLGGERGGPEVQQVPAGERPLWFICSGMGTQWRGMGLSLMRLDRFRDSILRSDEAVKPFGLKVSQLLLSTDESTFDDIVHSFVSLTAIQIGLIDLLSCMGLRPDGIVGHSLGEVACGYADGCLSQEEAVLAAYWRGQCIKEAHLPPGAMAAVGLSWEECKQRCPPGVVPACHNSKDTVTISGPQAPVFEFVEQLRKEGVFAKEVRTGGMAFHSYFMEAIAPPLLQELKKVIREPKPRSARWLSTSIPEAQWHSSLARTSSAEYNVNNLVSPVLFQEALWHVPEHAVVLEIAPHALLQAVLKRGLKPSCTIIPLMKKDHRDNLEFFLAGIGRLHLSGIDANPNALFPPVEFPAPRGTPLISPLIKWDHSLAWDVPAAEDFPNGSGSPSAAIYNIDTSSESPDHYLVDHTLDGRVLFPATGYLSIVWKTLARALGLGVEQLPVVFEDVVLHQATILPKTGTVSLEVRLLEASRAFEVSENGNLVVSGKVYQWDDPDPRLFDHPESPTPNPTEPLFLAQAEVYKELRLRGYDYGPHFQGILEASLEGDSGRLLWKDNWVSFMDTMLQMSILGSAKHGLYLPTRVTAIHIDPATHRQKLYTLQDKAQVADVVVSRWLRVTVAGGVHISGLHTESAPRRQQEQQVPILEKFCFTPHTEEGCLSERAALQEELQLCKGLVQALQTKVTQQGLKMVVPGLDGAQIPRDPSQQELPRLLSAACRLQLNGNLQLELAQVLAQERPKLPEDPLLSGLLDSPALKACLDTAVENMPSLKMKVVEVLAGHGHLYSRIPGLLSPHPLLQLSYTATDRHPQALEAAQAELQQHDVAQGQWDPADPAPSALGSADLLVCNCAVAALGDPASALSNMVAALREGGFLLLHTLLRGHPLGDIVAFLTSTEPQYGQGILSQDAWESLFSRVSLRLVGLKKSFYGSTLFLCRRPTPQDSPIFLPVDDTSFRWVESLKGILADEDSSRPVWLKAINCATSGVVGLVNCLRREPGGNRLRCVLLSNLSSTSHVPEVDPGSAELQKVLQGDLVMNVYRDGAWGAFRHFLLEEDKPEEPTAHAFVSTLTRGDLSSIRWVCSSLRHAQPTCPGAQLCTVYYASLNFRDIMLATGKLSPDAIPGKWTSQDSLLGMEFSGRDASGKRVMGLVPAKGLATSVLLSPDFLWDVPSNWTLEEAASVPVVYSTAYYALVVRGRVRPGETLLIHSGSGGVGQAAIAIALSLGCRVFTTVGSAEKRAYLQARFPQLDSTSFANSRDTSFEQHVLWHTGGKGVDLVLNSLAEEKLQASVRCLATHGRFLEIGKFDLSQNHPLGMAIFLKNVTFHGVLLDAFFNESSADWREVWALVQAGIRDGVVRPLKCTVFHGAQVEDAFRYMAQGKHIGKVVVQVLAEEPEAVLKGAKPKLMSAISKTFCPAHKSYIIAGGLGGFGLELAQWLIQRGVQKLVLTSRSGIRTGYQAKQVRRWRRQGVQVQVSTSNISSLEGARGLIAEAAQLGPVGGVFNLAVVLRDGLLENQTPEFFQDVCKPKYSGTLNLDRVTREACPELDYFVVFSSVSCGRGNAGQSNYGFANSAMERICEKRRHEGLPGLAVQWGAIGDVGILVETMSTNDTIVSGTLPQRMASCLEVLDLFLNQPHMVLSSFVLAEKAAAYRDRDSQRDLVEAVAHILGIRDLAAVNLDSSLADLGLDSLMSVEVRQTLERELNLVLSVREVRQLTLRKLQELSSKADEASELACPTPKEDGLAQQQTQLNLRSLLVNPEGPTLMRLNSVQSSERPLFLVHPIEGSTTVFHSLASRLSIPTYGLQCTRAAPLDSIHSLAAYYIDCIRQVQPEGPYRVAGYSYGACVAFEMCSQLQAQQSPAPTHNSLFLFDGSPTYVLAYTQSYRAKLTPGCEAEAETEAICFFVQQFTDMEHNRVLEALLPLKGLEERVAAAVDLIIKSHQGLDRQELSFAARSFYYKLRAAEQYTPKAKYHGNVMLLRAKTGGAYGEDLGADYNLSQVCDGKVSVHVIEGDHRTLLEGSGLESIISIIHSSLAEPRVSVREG
MLLE-PAM2 inh: inhibitors of PABP1 MLLE–PAM2 peptide binding, primary screen, biochemical, fluorescence polarization, FITC-PAM2, GST-MLLE; inhibition, % at 20 µM; 360,000 tested, 0.36% active; AID 588489, 2011; in the data active means inhibition above about 35%, passing the limit was not always enough;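 further: plate controls were DMSO wells with GST-MLLE for no effect and wells lacking GST-MLLE protein for full effect; some results filed as inactive read as strong as hits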
bovine MsrA act: bovine MsrA enzyme activators, primary screen, biochemical, absorbance, HTS. activation, % at 10.6 µM. 360,000 tested, 0.3% active. purified bovine MsrA, absorbance read-out; in the data active means activation above about 7.5%;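 further: 0% = vehicle and 100% = reference activator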
SKN-1 inh: suppressors of acrylamide-induced Pgst-4::GFP reporter in worms, primary screen, SKN-1 inhibitor project, whole organism, uHTS, GFP/RFP fluorescence ratio, strain VP596 | C. elegans VP596 Pgst-4::GFP/RFP ratio, 24 h | inhibition, % at 21.8 µM | 360,000 tested, 0.49% active | AID 624304, 2012;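 active means interference check ratio from 0.5 to 1.5 plus GFP to RFP signal ratio inhibition reaching or exceeding a fixed threshold, cut at about 30% in these data, passing the limit was not always enough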; further: some compounds called inactive have numbers as strong as hits
MT1-MMP act inh: blockers of MT1-MMP proenzyme processing, primary screen, HT1080 RFP-PRO-GFP cells, GFP/RFP fluorescence | AID 651647, 2012 | GFP/RFP ratio change, % at 20 µM | Matrix metalloproteinase-14 (Homo sapiens), P50281 | 360,000 tested, 0.061% active | GFP/RFP ratio fluorescence, overnight; percent of plate control window, DMSO zero;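 active means GFP/RFP ratio change of at least 30% with cell ATP level not reduced by more than half and red fluorescence within 50% of control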; further: strong numbers were not always called active
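Assay system: RFP-PRO-GFP reporter HT1080 cells; read-out basis: GFP/RFP fluorescence ratio; benchmarks: DMSO wells and RFP-L50D-GFP cells; doses: 20 µM single dose, 1% DMSO; schedule: overnight cell settling, then overnight compound exposure, 37 °C, 5% CO2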
NRP1-CendR mod: modulators of CendR peptide binding to NRP-1, primary screen, biochemical, fluorescence polarization, uHTS; Neuropilin-1 (Homo sapiens), O14786; FAM-RPARPAR peptide binding to NRP-1; inhibition, % at 25 µM; 360,000 tested, 0.85% active;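 active means inhibition or corrected inhibition above about 18%, plus a signal ratio from 0.5 to 1.5, limit read from the data, passing the limit was not always enough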; further: strong numbers were not always called active
eLon inh: inhibitors of E. coli Lon protease, primary screen, biochemical, fluorescence polarization. P0A9M0. purified E. coli Lon protease. inhibition, % at 7.94 µM. 360,000 tested, 0.42% active. AID 602123, 2011; in the data active means inhibition above about 13%, passing the limit was not always enough;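 further: 0% = enzyme with probe and DMSO and 100% = no enzyme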
Rin1 Abl inh: inhibitors of Rin1-Abl protein binding, primary screen, biochemical, TR-FRET; Tyrosine-protein kinase ABL1 (Homo sapiens) + Ras and Rab interactor 1 (Homo sapiens), …; inhibition, % at 7.35 µM; 360,000 tested, 0.4% active; AID 588664, 2011; in the data active means inhibition above about 5%, passing the limit was not always enough
Neddylation inh: inhibitors of cullin neddylation, primary screen, biochemical, TR-FRET, uHTS, NAE and Ubc12; 360,000 tested, 0.58% active; calls only at 25 µM; in the data active means inhibition above about 36%
The depositor's hits bear a star; i = inactive; nt = no result given.

| molecule | FAS-TE inh | MLLE-PAM2 inh | bovine MsrA act | SKN-1 inh | MT1-MMP act inh | NRP1-CendR mod | eLon inh | Rin1 Abl inh | Neddylation inh |
| --- | --- | --- | --- | --- | --- | --- | --- | --- | --- |
| Cc1nnc(SCC(=O)NC2CC2)n1CC1CCCO1 (configuration not stated) | -5 | -5 | -2 | 6 | 0 | 10 | 1 | 2 | i |
| CN1CCN(c2nc(-c3ccccc3)c3cc(Cl)ccc3n2)CC1 | 10 | -1 | 0 | 14 | -12 | 12 | 4 | -4 | nt |
| CC(C)(C)OC(=O)NCCCCCNC(=O)c1nc[nH]c1C(=O)N1CCN(c2ccccc2)CC1 | 3 | 5 | 0 | 6 | 6 | 22 | -1 | 3 | i |
| O=C(/C=C/c1ccc(F)cc1)OCC(=O)c1ccc[nH]1 | -2 | -7 | -2 | 1 | -2 | 0 | 5 | 1 | i |
| COC(=O)c1cccc(NC(=O)Cc2ccccc2[N+](=O)[O-])c1C | -6 | 12 | -5 | 10 | -1 | 2 | -4 | -2 | i |
| O=C(NN1C(=O)c2ccccc2NC1c1ccccn1)c1ccc([N+](=O)[O-])cc1 (configuration not stated) | 42 | 0 | -7 | -3 | -1 | 1 | -7 | -2 | i |
| CCn1c(SCC(=O)Nc2ccc(N3CCOCC3)c(Cl)c2)nnc1-c1ccc(N)cc1 | -1 | -56 | 1 | -4 | 4 | 0 | -8 | 4 | i |
| CC(=O)c1cccc(N2C(=NC(=O)C(C)C)SC3CS(=O)(=O)CC32)c1 (configuration not stated) | -6 | 15 | 0 | 17 | 1 | -1 | 2 | -3 | i |
| CSC1=NCCN1C(=O)c1ccc(C)cc1 | -2 | 11 | -3 | -6 | -1 | -14 | -1 | -3 | i |
| CCn1c(SCc2ccc([N+](=O)[O-])cc2)nnc1C(C)NC(=O)c1ccccc1Br (configuration not stated) | 4 | -9 | -2 | 6 | 1 | -7 | -6 | 1 | i |
| COc1ccc(NC(=O)COc2ccc(C)nc2[N+](=O)[O-])cc1S(N)(=O)=O | -7 | -3 | -11 | 7 | 9 | 2 | -9 | 0 | i |
| Cc1ccc2cc(CN(CC3CCCO3)S(=O)(=O)c3ccc4c(c3)OCCO4)c(=O)[nH]c2c1C (configuration not stated) | 9 | -9 | -2 | 3 | 6 | -9 | -8 | 0 | i |
| COc1ccc([C@H]2CC(=O)C=C(c3ccc(OC)c(OC)c3)C2)cc1 | 9 | 1 | -2 | 2 | -1 | 10 | -3 | -1 | i |
| CS(=O)(=O)c1ccc2nc(NC(=O)c3cccc(Cl)c3)sc2c1 | 0 | 7 | -11 | 4 | 9 | -2 | 0 | 4 | i |
| CCOC(=O)COc1ccc(S(=O)(=O)N2CCN(c3ccccc3F)CC2)cc1 | 21 | -6 | -5 | 9 | 5 | -9 | -7 | 4 | i |
| CCCn1c(/C=C/c2ccccc2)nc2ccccc21 | 6 | 10 | -5 | 0 | -3 | -12 | 2 | -1 | nt |
| COc1ccccc1-n1c(C)c2c(OC)cccc(=O)c2c1C | -15 | 6 | -3 | 11 | -10 | -35 | -3 | -1 | i |
| N/C(=N\OC(=O)CSc1ccccc1)c1cccc([N+](=O)[O-])c1 | 21 | 28 | -5 | 34 | -3 | 6 | -2 | 4 | i |
| NC(=O)N/N=C\c1cccs1 | -8 | -1 | -1 | -6 | -7 | -3 | -3 | 2 | i |
| O=C(Nc1ccccc1)NC1(C(=O)NCCCN2CCOCC2)CCCCC1 | -5 | 2 | -3 | 9 | 3 | 13 | -2 | 1 | i |
| COc1ccccc1C(=O)Nc1nc2cc3c(cc2s1)OCO3 | -1 | -2 | -3 | -6 | 0 | -7 | 11 | -2 | nt |
| CCCCCOC(=O)Cn1c(=O)oc2ccccc21 | 2 | 10 | -2 | -8 | -1 | 3 | 1 | 0 | i |
| CCn1c(SCC(=O)NC2CCCCC2)nc2c(c1=O)SC(C)C2 (configuration not stated) | -11 | 6 | -3 | 10 | 0 | 2 | -3 | -1 | i |
| CSc1nc(N)c(C(=O)Nc2ccc([N+](=O)[O-])cc2)s1 | 19 | -34 | -2 | 4 | 6 | 4 | 5 | -2 | i |
| CCCOc1ccc(N2C(=O)CC(N(CCc3ccc(OC)c(OC)c3)C(=O)c3ccccc3)C2=O)cc1 (configuration not stated) | 14 | -12 | -3 | 0 | 1 | -2 | -2 | 2 | i |
| CNc1cc(-c2cccc(C(=O)N3CCOCC3)c2)ncn1 | -10 | 0 | -2 | 8 | 5 | -3 | -9 | 0 | i |
| CN(C)c1ccc(C=NCCC2(c3ccccc3)CCOC(C)(C)C2)cc1 (configuration not stated) | -10 | -16 | -11 | 4 | -7 | 7 | 7 | -3 | i |
| O=C(CC1SC(=Nc2ccccc2)N(Cc2ccccn2)C1=O)Nc1ccc(Br)cc1 (configuration not stated) | 28 | -1 | -2 | 13 | -8 | -15 | -3 | 6 | i |
| C=CCSc1nc2nc(C)cc(C)n2n1 | -8 | 6 | -10 | -14 | -9 | 4 | -8 | -2 | i |
| C=CCn1c(-c2ccccc2[N+](=O)[O-])n[nH]c1=S | -5 | -46 | 1 | 3 | 2 | 16 | -6 | -1 | i |
| NC(=O)CCCn1c(C(=O)c2ccc(Cl)cc2)c2ccc(C(F)(F)F)cc2[n+]1[O-] | 14 | -16 | -2 | -13 | 4 | 10 | -11 | -2 | i |
| CC(=O)c1cccc(NC(=O)c2ccc3c(c2)CCCC3)c1 | 12 | -7 | -4 | 12 | 2 | -8 | 8 | -2 | i |
| O=S(=O)(c1cccc(S(=O)(=O)N2CCCC2)c1)c1cccc(S(=O)(=O)N2CCCC2)c1 | 38 | 3 | -2 | 9 | 0 | -4 | -2 | 1 | i |
| N#CCCn1c(C2CCCCC2)nc2ccccc21 | -5 | -3 | -1 | -14 | 3 | 13 | 1 | 4 | i |
| O=C(CN1CCN(C(=O)c2ccco2)CC1)Nc1cc(S(=O)(=O)N2CCCC2)ccc1Cl | -19 | 1 | -4 | 6 | 0 | 0 | 1 | 3 | i |
| CCC(CO)Nc1ncc([N+](=O)[O-])cc1C#N (configuration not stated) | -8 | 6 | -6 | 12 | 0 | 3 | 20 | 0 | i |
| CC(=O)Nc1ccc(S(=O)(=O)Oc2cccc(N3C(=O)C4CC=CCC4C3=O)c2)cc1 (configuration not stated) | -6 | 2 | -1 | 9 | -1 | 0 | 1 | 2 | i |
| O=C(Nc1ccccc1N1CCCCC1)C1CCN(S(=O)(=O)c2cccc(C(F)(F)F)c2)CC1 | 35 | -12 | -2 | 3 | -39 | 0 | -3 | 0 | i |
| CCN1CCc2c(C#N)c(N3CCOCC3)nc(NCCO)c2C1 | -15 | 79* | -13 | 4 | -12 | 16 | 5 | 0 | nt |
| COc1ccc(-c2cc(C(=O)N3CCN(C(c4ccccc4)c4ccccc4)CC3)no2)cc1OC | 31 | -8 | -6 | -1 | -22 | -2 | -1 | 2 | i |
| O=C(NC1CCCCC1)C(c1ccncc1)N(C(=O)Cc1cccs1)c1ccccc1 (configuration not stated) | -2 | -3 | 0 | 6 | -6 | 5 | -9 | -2 | i |
| COc1ccc(NC(=O)N(C)C[C@H]2Oc3cc(Br)ccc3S(=O)(=O)N([C@H](C)CO)C[C@@H]2C)cc1 | 1 | -11 | -4 | 3 | 0 | -5 | 1 | -3 | i |
| Cc1[nH]n(-c2ccccc2)c(=O)c1C(C[N+](=O)[O-])c1ccc(F)cc1 (configuration not stated) | -9 | 18 | -2 | 10 | 1 | 1 | 1 | 0 | i |
| CC(C)N=C1NN=C(c2cccs2)C(CC(=O)O)S1 (configuration not stated) | -6 | 20 | -9 | -4 | 4 | -1 | 1 | -1 | i |
| O=C(Nc1ccc2c(c1)OCO2)c1c[nH]c(=O)n(-c2ccc(F)cc2)c1=O | -4 | 13 | -3 | 10 | 4 | 20* | 3 | -1 | i |
| CCCCCCCCOC(=O)c1c(CSC(=N)N)n(C)c2cc(Br)c(OC(C)=O)cc12 | -146 | 0 | 0 | 13 | -11 | -2 | -10 | -3 | i |
| CC(C)NC(=O)C1(C)Cc2c(-c3ccc(C(N)=O)cc3)ccnc2O1 (configuration not stated) | -5 | 19 | 1 | 11 | 5 | 12 | -4 | -3 | i |
| CC(=O)c1ccc(NC(=O)Cn2cnc(S(=O)(=O)N3CCCCC3)c2)cc1 | 0 | 10 | -13 | 0 | -7 | 13 | -1 | 2 | i |
| O=C(CC(=O)c1ccccc1)CS(=O)(=O)c1ccccc1 | -1 | 15 | -5 | 14 | -3 | 0 | -17 | 0 | i |
| COC(=O)CC[C@@H](C(=O)O)N1C(=O)c2ccccc2C1=O | -13 | 1 | -10 | -20 | 4 | -1 | 10 | 2 | i |
| CCNC(=S)NCCN1CCOCC1 | -8 | -23 | -2 | 7 | 3 | -6 | 1 | 2 | i |
| Cc1cc2nnc(SCc3ccc4c(c3)OCO4)n2c2ccccc12 | 8 | -23 | -3 | 7 | -1 | -2 | -8 | 0 | i |
| COCCCNC(=O)C1CCN(S(=O)(=O)N(CC(C)C)CC(C)C)CC1 | -6 | 20 | -1 | 13 | 0 | -16 | -3 | 3 | i |
| C/C(=N\NC(=O)c1ccco1)c1ccc(-c2ccccc2)cc1 | -1 | 10 | 0 | 4 | 9 | -6 | -10 | 1 | i |
| CC(=O)Cc1nsc(NC(=O)c2ccc(-c3cccc(Cl)c3)o2)n1 | -1 | -6 | -10 | -6 | -7 | -5 | -3 | 1 | i |
| CCN1C(=O)C(CC(=O)Nc2ccc(OC)cc2)N(CCCN2CCN(c3ccc(OC)cc3)CC2)C1=S (configuration not stated) | 12 | 3 | -1 | -14 | -1 | 4 | -4 | -3 | i |

(next part)
| molecule | FAS-TE inh | MLLE-PAM2 inh | bovine MsrA act | SKN-1 inh | MT1-MMP act inh | NRP1-CendR mod | eLon inh | Rin1 Abl inh | Neddylation inh |
| --- | --- | --- | --- | --- | --- | --- | --- | --- | --- |
| CCN(Cc1cnn(C)c1)Cc1nc(C(c2ccccc2)c2ccccc2)no1 | 1 | 7 | -2 | -11 | -4 | -2 | 0 | -2 | i |
| O=C(COC(=O)/C=C/c1ccc(OC(F)F)cc1)NC(=O)NC1CCCCC1 | 5 | -4 | -2 | 2 | 4 | -1 | 5 | 1 | i |
| CC(C)C(=O)Nc1nc(-c2ccc(S(=O)(=O)N3CCOCC3)cc2)cs1 | 85* | 17 | -7 | 8 | 5 | 6 | 0 | 0 | i |
| Cc1cc(C)cc(NS(=O)(=O)c2cc(Br)cnc2N)c1 | 0 | 3 | -2 | 9 | 8 | -3 | -5 | 4 | i |
| Cc1nnsc1C(=O)NCc1c(F)cccc1Cl | -2 | 8 | -2 | 5 | -3 | -1 | -7 | -1 | i |
| COCc1nc2sc3c(c2c(=O)[nH]1)CCCC3 | -10 | -2 | -3 | 6 | 4 | 7 | 10 | -4 | i |
| CCc1sc(NS(C)(=O)=O)nc1-c1ccccc1 | -9 | 10 | -3 | 10 | -6 | -10 | -12 | -5 | i |
| CC1CCN(CCC(=O)Nc2nccs2)CC1 | -10 | 1 | -1 | -4 | 0 | -10 | 2 | -1 | i |
| COc1ccc(C2=NS(=O)(=O)N(C)C(C(=O)NC(C)c3ccccc3)=C2)cc1OC (configuration not stated) | 7 | -3 | -3 | -11 | -1 | -13 | 3 | -1 | i |
